# Assay outcomes (PubChem BioAssay)
# NSD2 HMT inh = blocks human histone methyltransferase NSD2 | O96028 | NSD2 peptide methylation, AlphaScreen, 120 min | inhibition, % at 12.5 µM | 310,000 compounds, 0.54% hits | AID 743445; in the data active means inhibition above about 50%
# Target sequence (O96028 whole entry, looked up): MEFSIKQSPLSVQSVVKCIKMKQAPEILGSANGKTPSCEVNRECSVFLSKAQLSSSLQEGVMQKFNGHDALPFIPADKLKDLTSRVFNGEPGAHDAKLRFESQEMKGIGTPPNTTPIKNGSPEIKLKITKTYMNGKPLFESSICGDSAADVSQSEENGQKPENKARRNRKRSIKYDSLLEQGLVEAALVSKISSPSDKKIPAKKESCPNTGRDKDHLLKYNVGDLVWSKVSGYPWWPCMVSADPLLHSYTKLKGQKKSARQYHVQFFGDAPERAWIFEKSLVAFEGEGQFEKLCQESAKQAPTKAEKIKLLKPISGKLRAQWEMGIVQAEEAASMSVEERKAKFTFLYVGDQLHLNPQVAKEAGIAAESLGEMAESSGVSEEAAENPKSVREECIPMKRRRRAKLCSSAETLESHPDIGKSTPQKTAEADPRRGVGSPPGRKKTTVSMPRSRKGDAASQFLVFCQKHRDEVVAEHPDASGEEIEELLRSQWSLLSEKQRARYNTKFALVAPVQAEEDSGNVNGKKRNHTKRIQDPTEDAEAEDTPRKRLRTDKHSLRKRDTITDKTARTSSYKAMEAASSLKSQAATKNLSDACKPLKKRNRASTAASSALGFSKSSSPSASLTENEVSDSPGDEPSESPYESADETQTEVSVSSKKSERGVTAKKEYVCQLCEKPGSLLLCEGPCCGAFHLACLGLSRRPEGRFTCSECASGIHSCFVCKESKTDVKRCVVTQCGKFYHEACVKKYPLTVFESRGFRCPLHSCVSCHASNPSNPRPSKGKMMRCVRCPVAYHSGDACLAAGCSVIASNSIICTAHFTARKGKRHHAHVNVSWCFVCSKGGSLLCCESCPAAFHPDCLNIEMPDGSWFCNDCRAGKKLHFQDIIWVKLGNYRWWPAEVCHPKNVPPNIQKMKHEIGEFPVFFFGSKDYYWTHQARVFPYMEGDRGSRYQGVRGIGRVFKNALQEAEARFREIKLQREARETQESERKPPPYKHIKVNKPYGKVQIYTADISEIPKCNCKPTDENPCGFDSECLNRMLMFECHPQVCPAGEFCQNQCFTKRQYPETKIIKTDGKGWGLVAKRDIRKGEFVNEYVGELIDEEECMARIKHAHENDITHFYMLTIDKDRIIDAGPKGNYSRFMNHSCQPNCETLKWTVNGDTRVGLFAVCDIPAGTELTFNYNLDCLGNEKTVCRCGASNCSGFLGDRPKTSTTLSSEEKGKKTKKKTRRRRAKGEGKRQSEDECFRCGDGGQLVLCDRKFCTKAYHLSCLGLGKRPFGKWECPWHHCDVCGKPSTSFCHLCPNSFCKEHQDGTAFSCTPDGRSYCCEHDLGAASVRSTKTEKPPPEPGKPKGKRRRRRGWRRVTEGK
# Pemphigus Ab inh = human desmoglein-3 autoantibody binding inhibition; P32926; DSG3-coupled beads, scFv-anti-DSG3-GFP binding, flow cytometry; stronger effect = lower value; binding (percent of control), % at 10 µM; 310,000 compounds, 0.48% hits;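 active means binding more than 3 SD below its plate's average and above zero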;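 further: hits lower antibody fragment binding to DSG3; some compounds called inactive have numbers as strong as hits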
# Keap1 Nrf2 FP = inhibitors of human Keap1-Nrf2 protein-protein interaction; Q14145; Keap1 Kelch-Nrf2 peptide fluorescence polarization, 1536-well; inhibition, % at 9.4 µM; 340,000 compounds, 0.15% hits; AID 504523; in the data active means inhibition above about 12%;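 further: human Keap1 Kelch domain with fluorescein labeled Nrf2 9mer peptide probe; 0% = neutral control wells and 100% = peptide positive control; higher means more block of Keap1 binding to Nrf2 peptide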
# Arr AP2 block = blocks beta-arrestin peptide binding to AP2 adaptin; inhibition, % at 10 µM; FITC-arrestin peptide / GST-AP2 beads, flow cytometry; AP2 beta2 appendage carries R879A mutation; 340,000 compounds, 0.31% hits;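 active means inhibition above a set limit, near 3 SD of compounds lacking own fluorescence, cut at about 54% in these data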;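 further: plate controls were DMSO wells for no effect and 5 µM unlabelled arrestin peptide for full effect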
#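 System: GST-tagged AP2 beta2-adaptin appendage (R879A) on 4 µm glutathione beads / Reagent: FITC-arrestin peptide, 50 nM / Detection: HyperCyt-sampled flow cytometry, FL1 channel, ex 488/em 535 nm / Timing: 12 min plus 1 h, RT / Buffer or medium: PBS plus Tween 20 (0.05%) and BSA (0.1%)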
# LANA DNA inh = blocks KSHV LANA C-terminal domain binding to DNA; inhibition, % at 9 µM; MBP-C-LANA/FAM-LBS DNA binding, fluorescence polarization; AID 504423; 340,000 compounds, 0.078% hits;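 active means highest replicate inhibition at or above 60% at 9 µM, even if other replicates fall short; inactive means all replicates below 60% inhibition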;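 further: 0% = neutral control wells and 100% = 4 µM acridine orange control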
# DAGLB inhibitor = diacylglycerol lipase beta (human) inhibition | HEK293T DAGLB membrane lysate, EnzChek fluorogenic substrate | Q8NCG7 | 340,000 compounds, 0.059% hits | inhibition, % at 5.17 µM; in the data active means inhibition above about 34%;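 further: 0% = enzyme with vehicle and 100% = wells lacking enzyme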
# RTF Ca sens inh = cardiac RTF calcium desensitization | P19429+P45379 | IANBD-labeled cardiac RTF, Ca2+ fluorescence | inhibition, % at 7.15 µM | 340,000 compounds, 0.12% hits;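 active means inhibition above the mean inhibition of all tested compounds plus 3 SD, cut at about 17% in these data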;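 further: assay run at fixed EC70 calcium of 1.6 mM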
# CAL PDZ FP-1 = blocks peptide binding to human CAL PDZ domain; purified CAL PDZ, TMR-peptide fluorescence polarization, 1 h; inhibition, % at 20 µM; 330,000 compounds, 0.02% hits; Q9HD26; AID 504414;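 active means highest replicate inhibition of at least 40%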;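 further: plate controls were DMSO neutral control wells for no effect and unlabeled competitor peptide control wells for full effect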
#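 Control set: unlabelled peptide and DMSO controls / Material: purified CerCALP PDZ construct / Timing: 1 h incubation at room temperature before polarization reading / Doses: 20 µM, one dose / Detection: fluorescence polarization (mP)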
# CAL PDZ FP-2 = blocks peptide binding to the human CAL PDZ domain; Q9HD26; purified CAL PDZ, TMR-peptide fluorescence polarization, 1 h; inhibition, % at 24.9 µM; 300,000 compounds, 0.92% hits; AID 602252;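 active means mean inhibition of at least 30% with at least half of replicates also reaching 30%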;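 further: 0% = DMSO neutral control and 100% = excess unlabeled competitor peptide PRC23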
# V-ATPase pHluor = alters yeast V-ATPase proton transport; S. cerevisiae, pHLuorin cytosolic pH fluorescence; response, % at 10 µM; 350,000 compounds, 0.37% hits; in the data active means response mostly above about 7.3%, no sharp cut-off; inactive means mostly below about 5.4%; further: actives read high; inactives centre near 0; some compounds called inactive have numbers as strong as hits
# Starred values were filed as active, the others as inactive; / = not tested or not shown; & = joins results of further samples. Only part of the results is shown; count on the stated rates, not on these rows.
SMILES,NSD2 HMT inh,Pemphigus Ab inh,Keap1 Nrf2 FP,Arr AP2 block,LANA DNA inh,DAGLB inhibitor,RTF Ca sens inh,CAL PDZ FP-1,CAL PDZ FP-2,V-ATPase pHluor
CC(C)C(=O)NC(CC(=O)O)c1ccccc1 (configuration not stated),-5,79,0,3,-0.2,-2,7,15,0,0
Cc1onc(-c2ccccc2Cl)c1C(=O)N1CCC(C)CC1,-5,106,-2,-4,0.1,-1,1,1.0,-3,3
Cc1ccc(CN2CCN(Cc3ccc(C)s3)CC2CCO)cc1 (configuration not stated),-3,101,-4,1,0.9,-1,-13,0.7,-4,0
CC(=O)NCC(=O)OCC(=O)c1ccc(C)cc1,0,101,-1,-1,-0.1,-3,4,-0.8,0,-4
O=[N+]([O-])c1cc(C(F)(F)F)cc([N+](=O)[O-])c1NCCCNc1ccc([N+](=O)[O-])c2cccnc12,2,89,3,5,0.3,9,1,-0.2,-5,5
CCOC(=O)c1c(/N=C/c2ccc(C)cc2O)sc2c1CCC2,1,100,1,8,-0.3,-6,-3,-1.9,0,-4
Cc1ccc(S(=O)(=O)N(CC(=O)NCc2ccco2)c2ccccc2C)cc1,-2,105,0,17,0.9,-6,-8,-1.7,-2,0
CCOc1ccc(NS(=O)(=O)c2ccc3c(c2)CCN3C(=O)CCC(=O)O)cc1,1,113,-1,7,1.5,-1,-12,-1.8,-1,-2
COc1ccc(-c2cc(C)no2)cc1S(=O)(=O)N1CC(=O)Nc2ccccc21,31,97,-5,29,-2.3,1,2,-3.1,-1,2
CC(C)CNc1nc(Oc2ccc(=O)n(-c3ccccc3)n2)nc(N2CCOCC2)n1,/,/,-3,2,-0.5,-1,-3,-1.0,-4,5
CCOC(=O)C(C)c1nn(C)c(=O)c2ccccc12 (configuration not stated),-4,94,-1,7,0.6,0,-6,/,2,4
O=S(=O)(c1ccc2c(c1)OCCO2)N1CCN(S(=O)(=O)c2ccccn2)CC1,/,96,-1,0,-2.3,0,-11,-0.6,-2,2
O=C(Cc1cc(=O)[nH][nH]1)N/N=C/c1cccc(Cl)c1Cl,1&0,107&107,0&-3,-3&27,-0.3&0.1,14&10,2&-14,-0.7&-0.4,0&-5,0&-2
CCNc1nc(Oc2ccc(F)cc2)cc(C(F)(F)F)n1,-4,96,2,-10,-1.1,-11,0,0.6,1,-2
C=CCn1c(O)c(N=Nc2nc3ccccc3c(=O)n2-c2ccccc2)c2ccccc21,-2,94,-2,31,1.6,-1,-8,-0.4,1,-1
C=CC(=O)Nc1ccc(N(C)c2ccnc(Nc3ccc(N4CCN(C)CC4)cc3)n2)cc1,/,98,-2,33,-13,0,-3,1.5,0,-2
CCOc1[nH]n(-c2ccccc2)c(=O)c1C=Nc1ccc(C)cc1,1,80,-3,5,-0.2,1,-11,-2.3,-8,0
Cc1c(NC(=O)CN2C(=O)c3ccccc3C2=O)c(=O)n(-c2ccccc2)n1C,2,104,-3,-2,0.7,1,2,-0.4,-3,-2
CCN(CC)S(=O)(=O)c1ccc2[nH]cc(C(=O)NCCc3ccc(OC)c(OC)c3)c(=O)c2c1,2,109,2,2,4.3,-1,-1,-1.0,-2,1
CCOc1ccc(/C=C/C(=O)OCC(=O)NCCc2ccc(OCC)c(OCC)c2)cc1OC,-1,96,3,5,-0.1,0,-3,-3.2,-1,0
Cc1ccc(-c2cc(C(=O)Nc3ccc(S(=O)(=O)Nc4nccs4)cc3)c3ccccc3n2)c(C)c1,1,113,-7,-1,-0.1,12,-5,-0.7,3,1
CCN1CCN(c2ncnc3c2nnn3Cc2ccccc2)CC1,-7,91,1,13,-1.3,-2,-6,-0.8,/,-2
Cc1cc(NC(=O)c2cc3cc([N+](=O)[O-])ccc3s2)no1,1,106,/,/,/,9,/,/,/,-1
CCOC(=O)c1ccc(NC(=O)COc2ccc(S(=O)(=O)NC(C)CC)cc2)cc1 (configuration not stated),-1,92,-3,13,-0.6,0,7,0.2,-2,-1
CNc1nc(SCc2ccc(C)cc2)nc2c1CCCC2,-3,104,-4,13,-1.0,-6,0,-1.6,-4,2

# Copied from above, 2 compounds:
SMILES,NSD2 HMT inh,Pemphigus Ab inh,Keap1 Nrf2 FP,Arr AP2 block,LANA DNA inh,DAGLB inhibitor,RTF Ca sens inh,CAL PDZ FP-1,CAL PDZ FP-2,V-ATPase pHluor
CCOc1[nH]n(-c2ccccc2)c(=O)c1C=Nc1ccc(C)cc1,1,80,-3,5,-0.2,1,-11,-2.3,-8,0
Cc1c(NC(=O)CN2C(=O)c3ccccc3C2=O)c(=O)n(-c2ccccc2)n1C,2,104,-3,-2,0.7,1,2,-0.4,-3,-2

# 3 entries out of the list above, ordered by the number in V-ATPase pHluor, highest first:
Structure,V-ATPase pHluor
CC(C)CNc1nc(Oc2ccc(=O)n(-c3ccccc3)n2)nc(N2CCOCC2)n1,5
CCOc1[nH]n(-c2ccccc2)c(=O)c1C=Nc1ccc(C)cc1,0
CCNc1nc(Oc2ccc(F)cc2)cc(C(F)(F)F)n1,-2

# The main list resumes; the three compounds before the break are reprinted first.
SMILES,NSD2 HMT inh,Pemphigus Ab inh,Keap1 Nrf2 FP,Arr AP2 block,LANA DNA inh,DAGLB inhibitor,RTF Ca sens inh,CAL PDZ FP-1,CAL PDZ FP-2,V-ATPase pHluor
Cc1cc(NC(=O)c2cc3cc([N+](=O)[O-])ccc3s2)no1,1,106,/,/,/,9,/,/,/,-1
CCOC(=O)c1ccc(NC(=O)COc2ccc(S(=O)(=O)NC(C)CC)cc2)cc1 (configuration not stated),-1,92,-3,13,-0.6,0,7,0.2,-2,-1
CNc1nc(SCc2ccc(C)cc2)nc2c1CCCC2,-3,104,-4,13,-1.0,-6,0,-1.6,-4,2
CCOC(=O)c1c(NC(=O)CC)sc(C(=O)N2CCCCC2)c1C,0,98,-1,-4,3.2,-2,-42,0.0,-2,-2
COc1ccccc1NC(=O)C(C)OC(=O)Cn1cnc2c1c(=O)n(C)c(=O)n2C (configuration not stated),0,94,-2,-11,0.1,3,3,-2.3,-1,-2
CCCCC1=NN(C(=O)c2cccnc2)C(O)(C(F)(F)F)C1 (configuration not stated),-4,101,/,6,/,/,/,/,/,1
Cc1ccc(NC(=O)C2CCCN(c3ncccn3)C2)cc1F (configuration not stated),1,94,-2,24,-1.0,-2,-2,-2.7,/,0
Cc1nc2ccc(NC(=O)c3cc(S(=O)(=O)N(C)c4ccccc4)ccc3Cl)cc2s1,-3,94,-7,2,-0.8,1,5,-0.5,-3,-1
OCC[C@@H]1C[C@@H](O)[C@H](O)[C@@]2(CCc3ccccc3O2)O1,/,97,1,7,-1.2,1,-2,-0.4,-3,5
S=C(NC1CCCCC1)N1CCN(C/C=C/c2ccccc2)CC1,1,/,-1,-5,1.3,-1,-8,-4.2,-9,2
CCOC(=O)C1CCN(C(=O)CN2C(=O)c3cccnc3Oc3ccccc32)CC1,-4,103,-1,25,-0.6,0,-2,0.7,4,1
CCC(=O)Nc1ccc(C(=O)CSc2nnc(-c3ccc(NS(=O)(=O)CC)cc3)o2)cc1OC,/,98,-1,32,1.0,3,1,-1.6,0,1
CCCCNC(=S)Nc1ccc(C(F)(F)F)cc1,-5,/,-2,-3,1.2,-6,-10,-1.4,-7,0
Cc1ccc(C(=O)c2ccccc2C(=O)OCC(=O)NC(C)(C)C)cc1,/,94,2,34,1.5,-4,-1,1.1,-2,0
COc1ccc2ncc(OC(C)=O)cc2c1,-2,105,1,36,1.0,0,-12,-0.2,-4,1
CCOc1ccc(NC(=O)C(Cc2ccccc2)N2C(=O)c3cccc4cccc(c34)C2=O)cc1 (configuration not stated),-2,/,-8,1,0.9,/,/,0.2,0,2
CCN1CCN(S(=O)(=O)c2ccc(Br)s2)CC1,2,97,-1,-7,-1.0,0,-5,-0.5,/,4
O=C(COC(=O)c1c[nH]c2ccccc12)NC1CCCCC1,-2,101,-12,-17,-2.0,2,-3,-1.6,/,-2
COC(=O)c1cc(N=CC2=C(O)CC(C)(C)CC2=O)cc(C(=O)OC)c1,-1,111,1,-1,-0.9,-2,-1,-1.1,1,1
Cc1ccccc1C(=O)N/N=C1/SCC(=O)N1Cc1ccc2c(c1)OCO2,0,104,-5,17,0.3,3,-7,0.6,-4,-1
O=C(O)c1cccc(N2C(=O)c3cccnc3C2=O)c1,-1,102,-7,-5,-1.3,0,-1,-0.9,/,-2
CCOC(=O)NNC(=O)NCCCCCCNC(=O)NNC(=O)OCC,-6,103,-2,38,0.0,-6,-2,-0.4,/,0
CCc1nnc(NC(=O)c2cccc(S(=O)(=O)N3CCc4ccccc43)c2)s1,0,109,-4,-4,-0.7,4,5,-1.2,-4,6
COc1cc(C2C(C(C)=O)=C(O)C(=O)N2CCN2CCOCC2)ccc1O (configuration not stated),0,102,-4,16,2.4,2,-2,-0.9,-3,3
Cc1ccccc1C(=O)N1CCC(C(N)=O)CC1,-4,101,-6,-1,0.0,2,-5,-2.4,0,2
Cc1ccc2cc(C(c3nnnn3C3CCCC3)N(Cc3ccccc3)Cc3ccco3)c(=O)[nH]c2c1 (configuration not stated),-1,105,0,3,0.0,2,0,-3.1,0,-3
COc1cccc(NC(=O)C2CCN(S(=O)(=O)c3ccc4c(c3)OCCO4)CC2)c1,-1,99,1,13,-0.1,3,-4,-1.7,/,4
Cc1ccc(NCCC(=O)c2ccc(Br)cc2)cc1,-1,99,3,-3,-1.2,-7,-3,/,-2,1

# Additional structures follow.
SMILES,NSD2 HMT inh,Pemphigus Ab inh,Keap1 Nrf2 FP,Arr AP2 block,LANA DNA inh,DAGLB inhibitor,RTF Ca sens inh,CAL PDZ FP-1,CAL PDZ FP-2,V-ATPase pHluor
CCCC1=[N+](CC(=O)c2ccccc2)CCn2cccc21,5,118,-3,6,2.5,-2,-19,-0.5,1,-2
CC(=O)Cn1cnc2c(cnn2-c2ccccc2)c1=O,-1,102,-1,22,-0.7,-1,-22,0.6,-2,2
Cc1ccc(S(=O)(=O)NCCC(=O)N2CCCCCC2)cc1,/,99,-2,19,1.6,2,0,0.5,/,9
CCOCCCNC(=O)CN1C(=O)CSc2ccccc21,/,94,-1,25,0.7,-2,-3,0.0,-4,-1
CCOC(=O)Cn1c(=O)c2c(nc(N3CCCCC3)n2Cc2ccccc2)n(C)c1=O,2,103,-3,-13,2.7,0,5,-1.8,7,-1
COc1ccc(CC(=O)Oc2ccc(C)cc2Br)cc1S(=O)(=O)N1CCOCC1,19,104,-2,0,3.7,0,-9,-1.6,-1,-3
